12-LOX inh: Primary qHTS assay for inhibitors of human arachidonate 12S-lipoxygenase (ALOX12): Round 2; Polyunsaturated fatty acid lipoxygenase ALOX12 (Homo sapiens), P18054; purified 12hLO, xylenol orange hydroperoxide absorbance; Potency, µM (doses to about 108 µM), inactives show top-dose activity change, negative = inhibition, actives largely listed as inhibitors; actives 1.1% (n = 580,000); active = well fitted inhibition curve with a large enough effect; inconclusive = small, poorly fitted or top-dose-only effect, or another doubt; inactive = no such curve, though single readings can be large or run the other way
Target sequence (P18054 whole entry, looked up): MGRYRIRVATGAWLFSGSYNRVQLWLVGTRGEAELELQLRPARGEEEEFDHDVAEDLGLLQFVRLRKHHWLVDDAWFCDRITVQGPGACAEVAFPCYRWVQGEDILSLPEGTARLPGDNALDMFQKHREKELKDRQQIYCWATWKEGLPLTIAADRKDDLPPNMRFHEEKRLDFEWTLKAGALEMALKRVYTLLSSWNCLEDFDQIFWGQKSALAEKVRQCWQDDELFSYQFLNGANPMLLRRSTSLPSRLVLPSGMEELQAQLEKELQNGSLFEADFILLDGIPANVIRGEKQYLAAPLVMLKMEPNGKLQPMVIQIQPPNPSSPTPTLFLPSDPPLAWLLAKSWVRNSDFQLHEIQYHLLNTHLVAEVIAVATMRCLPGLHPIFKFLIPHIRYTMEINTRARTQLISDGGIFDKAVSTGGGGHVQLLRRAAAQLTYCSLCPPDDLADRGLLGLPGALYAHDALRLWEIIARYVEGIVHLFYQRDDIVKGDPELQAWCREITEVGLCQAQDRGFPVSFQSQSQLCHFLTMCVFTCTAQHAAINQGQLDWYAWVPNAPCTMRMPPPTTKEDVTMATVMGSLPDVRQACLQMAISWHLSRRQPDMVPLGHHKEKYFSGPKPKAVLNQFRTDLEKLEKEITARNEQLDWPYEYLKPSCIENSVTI
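Purified human 12hLO at 150 nM in 25 mM Hepes, 0.01% Triton X-100, pH 7.0, preincubated 15 min at room temperature with compound. Reaction started with 40 uM arachidonic acid, 30 min at room temperature. Hydroperoxide measured by Fe-xylenol orange, 573/405 nm absorbance ratio.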
* marks the source's active call; other numbers are inactive results; ? = inconclusive; [ ] = remark or other dose. % is set by controls: 0 for no effect and ±100 for the full control effect; potency is the fitted concentration of half-maximal effect.

SMILES	12-LOX inh
OC(c1nc(Nc2cccc(C(F)(F)F)c2)n[nH]1)C1CC1 (configuration not stated)	22%[176 µM]
COc1ccccc1NC(=O)CN1CC2CC(C1)[C@H]1CCCC(=O)N1C2 (some centres not stated)	37%
CC(=O)N1CCC(NC2(Cc3cc(COc4ccccc4)on3)COC2)CC1	1%[176 µM]
CCOc1ccc(CCNC(=O)C2CCCN(S(=O)(=O)N3CCCCC3)C2)cc1OCC (configuration not stated)	405%[activator]
CCn1c(C2CCCN(C(C)=O)C2)nn(C)c1=O (configuration not stated)	43%[activator]
COc1ccc(NC(=O)N2CC3CN(C)CC(C2)O3)cc1	-7%
COC[C@H]1CCCN1Cc1nc(C2(O)CCN(Cc3ccccc3C(F)(F)F)CC2)cs1	7%
Clc1ccccc1-c1nc2c(NCc3ccccc3)nccc2[nH]1	-1%
CC(=O)N1CCCN(C(=O)c2ccc3c(c2)NC(C)(CCCCc2ccccc2)CO3)CC1 (configuration not stated)	17%
Cc1ccccc1C(=O)N1CCN(c2cc(-c3ccccc3)[nH]n2)CC1	18%
COc1cc(-c2cc(=O)c3ccc(O)cc3o2)cc(OC)c1OC	0%
Cc1cnc(C(=O)N[C@@H]2CCC[C@@H]2C(=O)NCc2ccc(Cl)cc2)cn1	?
Cc1cc(=O)n2nc(N3CCCC(C(=O)Nc4cccc(C)c4C)C3)sc2n1 (configuration not stated)	17%
CN1CCCN(C(=O)C2(Oc3ccc4ncccc4c3)CCNCC2)CC1	?
O=C(CCc1cc2n(n1)CCCNC2)N1CCCC(c2nnc3ccccn23)C1 (configuration not stated)	12%
COCCCNc1ncnc2sc(C(=O)N3CCOCC3)c(C)c12	16%
CN(C)[C@@H]1[C@@H](NC(=O)Cc2noc3ccccc23)[C@H]2CCO[C@H]21	-6%
CN(C)C[C@@H]1CN(Cc2cccnc2)C[C@H]1NC(=O)c1ccc(C#N)cc1	36%[activator]
COc1ccc(-c2cc(N3CCC(NC(=O)c4ccoc4)CC3)n[nH]2)cc1	43%[activator]
COc1ccccc1Nc1cnc2ccc(-c3ccc(OC)c(OC)c3)nn12	-7%[176 µM]
CC(C)NC(=O)N[C@H]1C[C@H]2C(=O)NC[C@@H](CCC(=O)N3CCN(c4ccccc4)CC3)N2C1	52%[activator]
CCc1ccc(CNC(=O)C2(c3ccc(NC(C)=O)cc3)CCC2)cc1	45%[activator]
Cc1onc(-c2cnn(C)c2NCCc2ccccc2)c1C(=O)N1CCCC(C(N)=O)C1 (configuration not stated)	11%[176 µM]
CC1CCC2(CC1)OCC(C(=O)N1CCOCC1)N2C(=O)c1ccc(Cl)c(Cl)c1 (configuration not stated)	-2%
CC(C)C(=O)N1CCCN(S(=O)(=O)c2ccccc2)CCC(=O)NCC1	19%
C[C@]12CC[C@@H]3c4ccc(O)cc4CC[C@H]3[C@H]1[C@@H](O)[C@@H](O)[C@H]2O	7%
COCc1nncn1C1CCN(C(=O)c2ccc(F)cc2F)CC1	27%
C=CC(=O)Nc1cc(NC(=O)c2ccc(C)c(NC(=O)c3ccno3)c2)cc(C(F)(F)F)c1	-34%[57.4 µM]
CC(c1nccs1)N(C)C(=O)c1csc2nc(-c3ccccc3Cl)cn12 (configuration not stated)	12%
Cc1nn(Cc2ccccc2)c(C)c1[C@@H]1C=C[C@@H](NS(C)(=O)=O)C1	48%[activator][176 µM]

5 of the entries above in order of the 12-LOX inh value, low to high:
Compound | 12-LOX inh
CC1CCC2(CC1)OCC(C(=O)N1CCOCC1)N2C(=O)c1ccc(Cl)c(Cl)c1 (configuration not stated) | -2%
Clc1ccccc1-c1nc2c(NCc3ccccc3)nccc2[nH]1 | -1%
COCCCNc1ncnc2sc(C(=O)N3CCOCC3)c(C)c12 | 16%
Cc1ccccc1C(=O)N1CCN(c2cc(-c3ccccc3)[nH]n2)CC1 | 18%
CC(C)C(=O)N1CCCN(S(=O)(=O)c2ccccc2)CCC(=O)NCC1 | 19%

(next part)
SMILES	12-LOX inh
Cc1cccc(C(=O)N2CCn3c(nnc3C(=O)NC(C)C)C2)c1C	36%[activator]
Cc1cccc(C(=O)N2CC(Oc3cccc(-c4nc(-c5ccccc5)no4)c3)C2)c1	13%
Cn1ccnc1CN1CCOC[C@H]1c1ncc(-c2cccc(Cl)c2)[nH]1	62%[activator][176 µM]
CNC(=O)[C@@H](Cc1ccccc1)N1CCC[C@H]1C(=O)NC1CCOCC1	-15%[176 µM]
O=C(Nc1ccccc1)N1Cc2[nH]cnc2C[C@H]1c1nc(-c2ccc3ccccc3c2)no1	87%[activator]
CCc1ccc(S(=O)(=O)N2CC(c3nc(Cc4ccccc4)no3)C2)cc1	8%
CN1C(=O)CC(C(=O)O)C12CCN(Cc1cc(Cl)ccc1F)CC2 (configuration not stated)	-24%
O=C(c1ccc(Cl)cc1)N1CCC2(CC1)N(c1ccccc1)C(=O)CS2(=O)=O	13%
CN(CCC1CCCCO1)C(=O)Cn1ccc2ccccc2c1=O (configuration not stated)	14%
COc1ccc(NC(=O)c2ccc3c(c2)OCCN(CCC(F)(F)F)C3)cn1	14%[176 µM]
C[C@@H]1CN(C(=O)C2(c3ccc(Cl)cc3)CCC2)C[C@]1(C)O	75%[activator]
Cc1ccc(Cl)cc1NC(=O)N(C)CCOC(=O)Nc1cccc(Cl)c1	-4%
COc1ccc(NC(=O)c2ccc3c(c2)OCC(=O)N(Cc2cnn(C)c2)C3)c(F)c1	4%[176 µM]
COc1ccc(C(C)C)cc1CN1CCCC(CNC(C)=O)C1 (configuration not stated)	26%
COc1ccc(-c2cnc3n2CC(C(=O)NCCNC(C)=O)CC3)cc1 (configuration not stated)	29%
COCCNC(=O)[C@@H]1C[C@H](Oc2ccccc2)CN1S(=O)(=O)c1cccs1	79%[activator]
CCN(CC)Cc1cnc2c(C(=O)N3CCN(c4ncccn4)CC3)cnn2c1	28%
COc1ccccc1-c1cn2c(n1)CO[C@@H](CNC(=O)NCc1ccccc1)C2	50%[176 µM]
CCn1nccc1C(=O)N1CCCC(c2noc(COc3ccccc3F)n2)C1 (configuration not stated)	18%
COc1cccc(S(=O)(=O)N2CCC([C@H]3[C@@H](OC)C(=O)N3C(C)C)CC2)c1	34%[activator]
CS(=O)(=O)N1C[C@H]2CCN(Cc3c(F)cccc3F)C[C@H]21	32%[activator]
Cc1ccccc1C(=O)NC1CCN(c2cc(-c3ccccc3)[nH]n2)C1 (configuration not stated)	39%[activator]
COc1ccc(CN(C)Cc2cccs2)cc1OCC(O)CN1CCN(C)CC1 (configuration not stated)	82%[activator]
CC(C)(C)n1cnc2c(N3CC4CCC(C3)N4CC(F)(F)F)ncnc21	6%[6.33 µM]
O=C1NCCCCCCN(C(=O)c2cccs2)[C@H]2C[C@H](c3nc(-c4cnccn4)no3)C[C@@H]12	52%[activator]
Cc1ccccc1C(=O)N[C@H](C(=O)N1CCC[C@H]1C(=O)NC1CCCC1)C1CCCCC1	-1%
Cc1ccc(CNC(=O)NCC2Cn3cccc3C(=O)N2C)cc1 (configuration not stated)	20%
Cc1ccc(NC(=O)NC[C@H]2O[C@@H](CC(=O)NCCN(C)C)[C@H](O)[C@@H]2O)cc1	?
Cc1cc(C)cc(-c2ccccc2C=O)c1	7%[12.5 µM]
Cn1nc2n(c1=O)CCN(C(=O)c1ccc(F)cc1Cl)CC2	21%
COc1ccccc1-c1cc(N2CCOCC2=O)c2cncn2c1	-10%[176 µM]
CN1CCC2(C1)CN(Cc1ccccc1)c1ccc(C(=O)NC3CC3)cc12 (configuration not stated)	0%[176 µM]
COCc1nncn1C1CCN(C(=O)c2ccc(Cl)s2)CC1	-12%
Cc1ccncc1C(=O)N1CCCN(C(=O)C2CC2)C(c2ccccc2)CC(=O)NCC1 (configuration not stated)	29%
COc1cccc(CNc2ncnc3c2CN(C2CCCNCC2)C(=O)CN3C)c1 (configuration not stated)	?
O=C1Nc2ccccc2OCC12CCN(Cc1ccc(C(F)(F)F)cc1)CC2	11%
O=C(NCc1ccc2c(c1)OCO2)c1nc(-c2cccc(C(F)(F)F)c2)c2cnccn12	?
CCOC(=O)C1CSCCS(=O)(=O)N1Cc1ccccc1F (configuration not stated)	5%
CCOc1ccc(CN2CCCCC23Cc2ccccc2CNC3=O)cc1 (configuration not stated)	5%[6.33 µM]
CN(Cc1cccc(-c2nn[nH]n2)c1)c1cc(C2CC(N)C2)ncn1 (configuration not stated)	10%
Cc1nc2ncccn2c1C(=O)N1CCC(=O)N(CC2CC2)C(C(C)C)C1 (configuration not stated)	68%[activator]
Cc1ccc(CNC(=O)[C@@]23CCCC[C@H]2N(C)C(=O)CC3)o1	-16%
COCCN1C(=O)CCc2cc(NC(=O)c3ccc(Cl)s3)ccc21	28%
CCOc1ccccc1NC(=O)N1CCCCCCN(C)C(=O)[C@H]2CCC[C@H]21	63%[activator]
COc1ccccc1-c1cccc(C=O)c1	8%[12.5 µM]
O=C(COc1ccc(F)cc1)Nc1cnc(-c2ccccc2)nc1	78%[activator]
O=C(c1ccc(NCc2ccncc2)cc1)N1CCCC2(CCNCC2)CC1	?
Cc1ccc(CN2CCc3nc(C(C)C)nc(-c4ccc(O)cc4)c3CC2)cc1	45µM*
O=C(Nc1ccc(F)cc1)[C@@H]1C[C@@H](c2ccc(F)cc2)N([S+](=O)([O-])c2cccnc2)C1	?
CNC(=O)[C@@H]1C[C@@H](n2cc(C(C)(C)NC(=O)c3cccc(Cl)c3)nn2)CN1	?
COCC(=O)N1C[C@@H](COC)[C@H](c2ccncc2)C1	12%
COc1ccc(C2Cn3cnc(-c4nc(-c5ccc(OC(C)C)cc5)no4)c3CO2)cc1 (configuration not stated)	52%[activator]
COc1ccc(-c2n[nH]c3c2CC(=O)N(Cc2ccccc2F)C3)cc1F	8%[176 µM]
O=C(CCc1ccc(-c2ccc(Cl)cc2)[nH]1)N1CC[C@H](CO)[C@H](O)C1	?
CC(C)C(=O)N1CCC(O)(c2csc(CN3CCN(C)CC3)n2)CC1	38%[activator][176 µM]
COC(=O)c1cc2n(n1)CCN(C(=O)C(C)Oc1ccccc1)C2 (configuration not stated)	11%
Cc1cc2nc3n(c(=O)c2n1CC(=O)NCCC1=CCCCC1)CCC3	8%
CC(=O)N(C1CC1)C1CCOC2(CCN(C(=O)COc3ccc(C)cc3)CC2)C1 (configuration not stated)	32%[activator]
Cc1ccc(-c2noc([C@@H]3Cc4nc[nH]c4CN3Cc3ccc(F)cc3)n2)cc1	37%[activator][176 µM]
C[C@H]1[C@H](c2ccccc2)Oc2cccc(NCCc3ccccc3)c2S(=O)(=O)N1Cc1cccc(F)c1	7%

Later entries:
SMILES	12-LOX inh
O=C(O)C1=NOC2CN([S+](=O)([O-])c3cccs3)CC12 (configuration not stated)	-1%[6.33 µM]
O=C(Nc1cccc(-c2ccc(N3CCOCC3)nn2)c1)Nc1ccc2c(c1)CCC2	2%
COc1ccc(CN2C[C@@H](F)[C@@H](OCc3nc4ccc(C(F)(F)F)cc4[nH]3)C2)cn1	10%[176 µM]
Cc1cccc(C(=O)N2CC(c3noc(C4CCCN4C)n3)C2)c1 (configuration not stated)	27%
CC(=O)N1CCc2sc(C(=O)NC3CCN(Cc4ccccc4)CC3)cc2C1	42%[activator]
COCCOC1CN(C2CCN(C(=O)c3ccc(C)nc3)CC2)C12CCCCC2 (configuration not stated)	34%[activator]
COCCn1c(=O)n([C@H]2CCCN(C(=O)CC3CCCCC3)C2)c2ncccc21	46%[activator]
O=C(Cn1cccc1-c1nc(-c2ccccc2)no1)Nc1cccc(F)c1	27%
COC(=O)C1=C(C)N(C)C(=NCc2ccc(C(F)(F)F)cc2)NC1c1ccc(F)cc1 (configuration not stated)	?
COCCN1CC(CNC(=O)c2cc(Cl)c(C)c(Cl)c2)CC1=O (configuration not stated)	17%
CC1(C)Cc2c(cnn2-c2ccc(F)cc2)C(NC(=O)c2cc(C3CC3)[nH]n2)C1 (configuration not stated)	58%[activator]
CC(C)CN(CC1CN(C(=O)c2cccc(Cl)c2)CCO1)C(=O)c1cccc2ccccc12 (configuration not stated)	24%
O=C(C1CCOCC1)N1CCCn2nc(C(O)c3ccccc3)cc2C1 (configuration not stated)	31%[activator]
COc1ccc(Cl)cc1-c1ccc2c(c1)C(=O)N1C[C@@H](NS(=O)(=O)c3ccc(F)cc3)C[C@H]1C(=O)N2	9%
COc1ccccc1CNc1ccc2nnc(C)n2n1	76%[activator]

Another view of some results above.
| 12-LOX inh | smiles |
| --- | --- |
| 46%[activator] | COCCn1c(=O)n([C@H]2CCCN(C(=O)CC3CCCCC3)C2)c2ncccc21 |
| 27% | O=C(Cn1cccc1-c1nc(-c2ccccc2)no1)Nc1cccc(F)c1 |
| ? | COC(=O)C1=C(C)N(C)C(=NCc2ccc(C(F)(F)F)cc2)NC1c1ccc(F)cc1 (configuration not stated) |
| 17% | COCCN1CC(CNC(=O)c2cc(Cl)c(C)c(Cl)c2)CC1=O (configuration not stated) |
| 58%[activator] | CC1(C)Cc2c(cnn2-c2ccc(F)cc2)C(NC(=O)c2cc(C3CC3)[nH]n2)C1 (configuration not stated) |
| 24% | CC(C)CN(CC1CN(C(=O)c2cccc(Cl)c2)CCO1)C(=O)c1cccc2ccccc12 (configuration not stated) |
| 31%[activator] | O=C(C1CCOCC1)N1CCCn2nc(C(O)c3ccccc3)cc2C1 (configuration not stated) |

(list continues)
SMILES	12-LOX inh
CS(=O)(=O)N1CCC(C2CCN(C(=O)c3ccc(=O)[nH]c3)C2)CC1 (configuration not stated)	-6%
COc1ccccc1C(=O)NC1CCN(c2cnn(CC3CC3)c(=O)c2)CC1	36%[activator]
OC1(CN2CCN(c3cccc(C(F)(F)F)c3)CC2)CNCCOC1 (configuration not stated)	?
COCc1c(C(=O)NC2CCCCC2)cnn1-c1nccc(-c2cc(C)sc2C)n1	-1%
O=C1[C@H]2CN(Cc3ccc(Cl)cc3)C[C@H]2C(=O)N1CCN1CCc2ccccc2C1	18%
COc1ccc(-c2ccc3ncn(-c4ccc(F)cc4F)c(=O)c3n2)cc1OC	-6%[176 µM]

Screens as filed in PubChem BioAssay.

The list is partial; rates above refer to the full screens.
